DYRK1A inh = blocks rat Dyrk1A kinase activity | 310,000 tested, 0.43% active | Q63470 | ADP-Glo luminescence, NFATc1 peptide | inhibition, % at 12.5 µM; in the data active = inhibition above about 50%;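 also: plate controls were vehicle with enzyme for no effect and no enzyme for full effect; many of its hits are not listed in these tables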
KCNK9 inh = inhibitors of human KCNK9 two-pore domain potassium channel | B-score at 10 µM | Q9NPC2 | HEK293 KCNK9, FluxOR thallium flux fluorescence; active compounds read low | 310,000 tested, 1.2% active | AID 488922;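 active = ratio B-score over 3 SD below the library mean, with starting fluorescence within 5 SD of its mean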;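 also: negative B-score means less thallium flux so channel inhibition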
RGS4 act = RGS4 potentiation or activation | HEK293 M3R/inducible RGS4, carbachol calcium flux Fluo4; active compounds read low | B-score at 10 µM | 310,000 tested, 0.92% active;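 active = B-score of the integrated calcium signal more than 4 SD below the library mean, with starting fluorescence not abnormally high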;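 also: negative B-score means reduced calcium response which marks RGS4 activation or potentiation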
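Also added: carbachol at ECmax as muscarinic agonist stimulus; Assay system: HEK293 cells with stable M3R and inducible RGS4; Timing: overnight RGS4 induction, 30 min dye load 37 °C, 20 min compound RT; Measured by: Fluo4-AM (2 µM) calcium-flux fluorescence, kinetic read.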
PolyA inh = blocks polyadenylation in yeast reporter cells; AID 1875; 300,000 tested, 0.02% active; S. cerevisiae SKY197-pL101 polyadenylation reporter, beta-gal luminescence; efflux-impaired pdr1/pdr3 knockout yeast; score 100 = 6 SD above DMSO; calls only at 12 µM;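 active = lowest replicate activity score at least 50, where 100 means six control SD above control mean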;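 also: yeast exposed to compound for 9 h at 30 °C; higher score means more reporter readthrough which indicates perturbed polyadenylation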
KCNQ1 pot = human KCNQ1 channel potentiation or activation. 310,000 tested, 0.35% active. CHO-K1 KCNQ1, thallium flux FluxOR fluorescence; active compounds read high. P51787. B-score at 10 µM;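 active = fluorescence ratio B-score, a plate-corrected score, at least three library SD, with initial intensity B-score within 5 SD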
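Assay system: CHO-K1 cells stably expressing KCNQ1. Medium: assay buffer for compound exposure, DMSO matched across wells. Timing: 37 °C overnight plating, 90-min dark dye load, 20-min compound pretreatment. Signal: kinetic FluxOR fluorescence, 10 s baseline plus 110 s post-stimulus.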
GSK3beta inhib = human GSK3beta kinase inhibition. 300,000 tested, 0.038% active. AID 2097. GST-GSK3beta kinase, ADP-Glo luminescence, 60 min; active compounds read low. activity score (negative = inhibition), % at 10 µM. P49841;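 active = more than half of replicate wells score below -50%, meaning over 50% inhibition versus plate controls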;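 also: 0% = median DMSO wells and -100% = median GW8510 positive control wells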
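Assay system: GST-tagged human GSK3beta kinase, cell-free; Input: 1.6 ng GSK3beta; Medium: Tris/MgCl2 kinase buffer; Timing: 60 min enzyme reaction, room temperature; Signal: ADP-Glo luminescence quantifying ADP generated by kinase; Evaluation: score relative to plate controls; Benchmarks: DMSO neutral wells and GW8510 at 20 µM as positive.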
RGS4 inh = human RGS4 inhibition. P49798. HEK293 M3R/RGS4 inducible, Fluo-4 calcium flux; active compounds read high; triggered by carbachol at its EC20. B-score at 10 µM. 310,000 tested, 0.45% active. AID 463165;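 active = B-score, a plate-corrected calcium signal, over three deviations above library mean, with baseline fluorescence within five deviations of library mean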;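 also: RGS4 expression induced by doxycycline in cells with stable M3 receptor; B-score is computed from the integrated fluorescence ratio over baseline after carbachol; higher B-score means a larger calcium signal and so more RGS4 inhibition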
hERG protect = compounds protecting human hERG from proarrhythmic drug block. activation (rescue from dofetilide block), less the hit threshold, % at 10 µM. Q12809. 310,000 tested, 0.51% active. CHO-hERG, FluxOR thallium flux, dofetilide IC70 present;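 active = activation above the mean of controls blocked by dofetilide plus 5 SD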;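 also: thallium influx through hERG after potassium depolarization seen as dye fluorescence rise; in these data hits start at about 4.7%; inactives centre near -7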
Target sequence (Q12809 whole entry, looked up): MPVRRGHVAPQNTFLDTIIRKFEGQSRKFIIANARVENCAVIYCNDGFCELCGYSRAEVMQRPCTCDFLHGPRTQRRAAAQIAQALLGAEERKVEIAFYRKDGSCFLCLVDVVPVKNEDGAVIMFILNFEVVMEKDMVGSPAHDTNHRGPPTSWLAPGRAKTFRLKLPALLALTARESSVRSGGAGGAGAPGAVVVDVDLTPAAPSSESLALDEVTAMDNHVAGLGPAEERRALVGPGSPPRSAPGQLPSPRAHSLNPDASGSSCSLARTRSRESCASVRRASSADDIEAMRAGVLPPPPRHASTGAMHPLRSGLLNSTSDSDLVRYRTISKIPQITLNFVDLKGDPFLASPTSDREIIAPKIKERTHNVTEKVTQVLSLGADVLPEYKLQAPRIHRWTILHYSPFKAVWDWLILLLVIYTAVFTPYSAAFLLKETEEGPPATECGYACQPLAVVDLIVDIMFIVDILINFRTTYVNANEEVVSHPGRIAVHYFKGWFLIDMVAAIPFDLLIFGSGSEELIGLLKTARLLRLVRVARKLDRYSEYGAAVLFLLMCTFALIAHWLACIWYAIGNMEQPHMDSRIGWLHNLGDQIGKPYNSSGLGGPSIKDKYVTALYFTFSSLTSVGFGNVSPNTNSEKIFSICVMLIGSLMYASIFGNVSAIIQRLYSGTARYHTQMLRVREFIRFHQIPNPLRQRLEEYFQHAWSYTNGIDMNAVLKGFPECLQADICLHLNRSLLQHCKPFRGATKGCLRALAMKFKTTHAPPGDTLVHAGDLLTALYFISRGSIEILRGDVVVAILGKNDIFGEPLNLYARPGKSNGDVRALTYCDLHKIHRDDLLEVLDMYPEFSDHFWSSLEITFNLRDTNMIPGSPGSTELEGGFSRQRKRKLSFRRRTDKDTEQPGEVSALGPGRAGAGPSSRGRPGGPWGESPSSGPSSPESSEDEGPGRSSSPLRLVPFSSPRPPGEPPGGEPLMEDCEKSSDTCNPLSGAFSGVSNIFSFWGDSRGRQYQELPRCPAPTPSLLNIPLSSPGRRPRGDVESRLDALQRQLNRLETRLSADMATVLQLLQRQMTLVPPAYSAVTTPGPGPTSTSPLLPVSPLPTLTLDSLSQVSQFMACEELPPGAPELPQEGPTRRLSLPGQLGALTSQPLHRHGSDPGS
KCNK3 inh = human KCNK3 channel inhibition, primary screen | O14649 | CHO-KCNK3 thallium flux, FluxOR fluorescence; active compounds read low | B-score at 10 µM | 340,000 tested, 0.84% active;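 active = B-score under library mean minus 4 SD, starting fluorescence ratio at most library mean plus 5 SD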;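 also: more negative B-score means stronger inhibition of thallium flux through KCNK3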
KCNQ1 inh = inhibitors of human KCNQ1 potassium channel; P51787; CHO-K1 KCNQ1, FluxOR thallium flux fluorescence; active compounds read high; B-score at 10 µM; 310,000 tested, 1.3% active; AID 2642;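 active = compounds whose thallium flux B-score, printed positive for inhibition, exceeds three library SD while starting fluorescence stays within three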;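 also: channel opened by potassium depolarization with thallium stimulus after 20 min compound exposure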
GSK3 alpha inh = human GSK-3 alpha kinase inhibition; P49840; 320,000 tested, 0.1% active; inhibition, % at 10 µM; ADP-Glo luminescence, 60 min;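 in the data active = inhibition above about 50%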;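 also: GST-tagged GSK-3 alpha with peptide substrate and 25 µM ATP; 0% = DMSO neutral wells and 100% = GW8510 positive control wells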
* marks the source's active call; other numbers are inactive results; i = inactive; . = not tested or not shown. This is a subset; rates above refer to the full screens.

1: CCOC(=O)c1cn(C2CC2)c2c(F)c(F)c(F)cc2c1=O
2: Cc1ccc(Cl)cc1N1CCN(S(=O)(=O)c2ccc3c(c2)OCCO3)CC1
3: COc1cccc(C2CCCN2Cc2nc(-c3sccc3C)oc2C)c1 (stereo not drawn)
4: O=C(C1=C(O)C(=O)N(CCN2CCOCC2)C1c1ccc(Cl)cc1)c1cc2ccccc2o1 (stereo not drawn)
5: CCOc1cc2c(C#N)c(N3CCCC3)nc(N)c2c(N)n1
6: CCOc1cccc(-c2cc(C(=O)N3N=C(C)CC3(O)C(F)F)c3ccccc3n2)c1 (stereo not drawn)
7: CCN1CCN(c2nc3c(c(=O)n(C)c(=O)n3C)n2CCSc2ncccn2)CC1
8: CCOc1cc(-c2nc3ccccc3s2)ccc1O
Compound,1,2,3,4,5,6,7,8
DYRK1A inh,-2,0,2,-2,-1,0,-1,58*
KCNK9 inh,i,i,i,i,i,i,i,i
RGS4 act,i,i,i,i,i,i,i,i
PolyA inh,i,i,i,i,i,i,i,i
KCNQ1 pot,i,i,i,i,i,i,i,i
GSK3beta inhib,0,-12,-1,0,5,0,-1,4
RGS4 inh,i,i,i,i,i,i,i,i
hERG protect,-2,0,-12,-10,-5,-27,-2,-13
KCNK3 inh,i,i,i,i,i,i,i,i
KCNQ1 inh,i,7*,i,i,i,i,i,i
GSK3 alpha inh,0,2,-1,0,5,1,-2,-1

Brought forward from above: two entries; new compounds follow.
7: CCN1CCN(c2nc3c(c(=O)n(C)c(=O)n3C)n2CCSc2ncccn2)CC1
8: CCOc1cc(-c2nc3ccccc3s2)ccc1O
9: CC(C)(C)c1ccc(C(=O)Nc2ccc([N+](=O)[O-])cn2)cc1
10: COc1cccc(NC(=O)C2CCCCC2)c1
11: COc1ccc(OC)c(C(=O)Cn2cnc3ccccc3c2=O)c1
12: CCC(=O)N(Cc1cc(=O)[nH]c2ccccc12)c1ccccc1OC
13: O=C(NNC(=O)c1cc(Cl)ccc1[N+](=O)[O-])c1csc(N2CCOCC2)n1
14: COc1ccc2ccccc2c1CNC(C)CCc1ccccc1 (stereo not drawn)
15: N#C/C(=C/c1cccc([N+](=O)[O-])c1)C(=O)Nc1ccccc1O
16: Cc1cc(=O)oc2cc(OC(=O)c3ccco3)ccc12
Compound,7,8,9,10,11,12,13,14,15,16
DYRK1A inh,-1,58*,1,9,-5,-1,9,15,14,3
KCNK9 inh,i,i,i,i,i,i,i,i,i,i
RGS4 act,i,i,i,i,i,i,i,i,i,i
PolyA inh,i,i,i,i,i,i,i,i,i,i
KCNQ1 pot,i,i,i,i,i,i,i,i,i,i
GSK3beta inhib,-1,4,0,1,-1,-4,-2,-3,-1,-2
RGS4 inh,i,i,i,i,i,i,i,i,i,i
hERG protect,-2,-13,-3,-3,-10,-1,-9,-8,-12,-5
KCNK3 inh,i,i,i,i,i,i,i,i,i,i
KCNQ1 inh,i,i,i,i,i,i,i,i,i,i
GSK3 alpha inh,-2,-1,-1,2,0,6,-1,-3,-3,.

Compounds shown so far that have a cyano group (2):
5: CCOc1cc2c(C#N)c(N3CCCC3)nc(N)c2c(N)n1
15: N#C/C(=C/c1cccc([N+](=O)[O-])c1)C(=O)Nc1ccccc1O
Compound,5,15
DYRK1A inh,-1,14
KCNK9 inh,i,i
RGS4 act,i,i
PolyA inh,i,i
KCNQ1 pot,i,i
GSK3beta inhib,5,-1
RGS4 inh,i,i
hERG protect,-5,-12
KCNK3 inh,i,i
KCNQ1 inh,i,i
GSK3 alpha inh,5,-3

Back to the main list; the 4 compounds before the break are reprinted first.
13: O=C(NNC(=O)c1cc(Cl)ccc1[N+](=O)[O-])c1csc(N2CCOCC2)n1
14: COc1ccc2ccccc2c1CNC(C)CCc1ccccc1 (stereo not drawn)
15: N#C/C(=C/c1cccc([N+](=O)[O-])c1)C(=O)Nc1ccccc1O
16: Cc1cc(=O)oc2cc(OC(=O)c3ccco3)ccc12
17: COc1ccc(-c2noc(N3CCC(C(=O)N4CCN(c5ccccn5)CC4)CC3)n2)cc1
18: CC(C)(C)c1cc(C(=O)Nc2ccc(F)cc2)n(Cc2ccc(F)cc2)n1
19: CC(C)Oc1cccc(C(=O)NC(=S)N2CCN(c3ccc(C(F)(F)F)cc3[N+](=O)[O-])CC2)c1
20: Nc1ncncc1-c1ccc(Cl)cc1
21: Cc1cc(C)cc(C(=O)NC2C(=O)N3C(C(=O)O)=C(CSc4nnc(C)s4)CSC23)c1 (stereo not drawn)
22: CC(C)(C)c1ccc(/C=C/C(=O)O)s1
23: CCOC(=O)Nc1cccc2ccccc12
24: CN1C(=O)C(CC(=O)NCCc2ccccc2)N(NC(=O)c2ccc(Cl)cc2)C1=S (stereo not drawn)
Compound,13,14,15,16,17,18,19,20,21,22,23,24
DYRK1A inh,9,15,14,3,-2,2,0,22,-5,4,.,.
KCNK9 inh,i,i,i,i,i,i,i,i,i,i,i,i
RGS4 act,i,i,i,i,i,i,i,i,i,i,i,i
PolyA inh,i,i,i,i,i,i,i,i,i,i,i,i
KCNQ1 pot,i,i,i,i,i,i,37*,i,i,i,i,i
GSK3beta inhib,-2,-3,-1,-2,-1,-2,-1,1,-3,-9,1,-1
RGS4 inh,i,i,i,i,i,i,i,i,i,i,i,i
hERG protect,-9,-8,-12,-5,-18,-14,-4,-4,-12,-8,-6,-9
KCNK3 inh,i,i,i,i,i,i,i,i,i,i,i,i
KCNQ1 inh,i,i,i,i,i,i,i,i,i,i,i,i
GSK3 alpha inh,-1,-3,-3,.,-11,-2,0,3,0,-1,1,-12

25: CCCc1nc(SCC(=O)N2CCN(c3ccccc3)CC2)c2c(=O)n(C)c(=O)n(C)c2n1
26: CCC(=O)Nc1ncc2c(n1)CC(c1ccco1)CC2=O (stereo not drawn)
27: Cc1ccccc1-n1c(SCC(=O)c2cc(C)n(C)c2C)nnc1-c1cccnc1
28: COc1ccc(N2C(=O)C(CC(N)=O)N(NC(=O)c3cccc(OC)c3)C2=S)cc1 (stereo not drawn)
29: COc1cc(C(C(=O)NCc2ccccc2)N(C(=O)c2snc(C(N)=O)c2N)C2CCCC2)cc(OC)c1OC (stereo not drawn)
30: COc1ccc(C(CCN2CCOCC2)c2c(OC)cc(OC)c3c(C)cc(=O)oc23)cc1 (stereo not drawn)
31: CCOC(=O)C1(CCc2ccccc2)CCN(C(=O)c2cnc(C)cn2)CC1
32: O=C(/C=C/c1ccccc1)NC(NC(=S)Nc1ccc(Cl)cc1)C(Cl)(Cl)Cl (stereo not drawn)
Compound,25,26,27,28,29,30,31,32
DYRK1A inh,-3,.,7,-1,7,2,-1,1
KCNK9 inh,i,i,i,i,i,i,i,i
RGS4 act,i,i,i,i,i,i,i,i
PolyA inh,i,i,i,i,i,i,i,i
KCNQ1 pot,i,i,i,i,i,i,i,i
GSK3beta inhib,-1,-1,0,-2,-4,-3,1,0
RGS4 inh,i,i,i,i,i,i,i,i
hERG protect,-10,-8,-12,-5,-7,-6,-22,-9
KCNK3 inh,i,i,i,i,i,i,i,i
KCNQ1 inh,i,i,i,i,i,i,i,i
GSK3 alpha inh,-1,1,.,-2,0,-2,-2,-1

33: CCC1=NN(C(=O)CCc2ccc3c(c2)OCO3)C(O)(C(F)(F)F)C1 (stereo not drawn)
34: O=C1CC(NNC(=O)c2ccc(Br)cc2)C(=O)N1 (stereo not drawn)
35: CC(C)CNC(=O)CC(=O)N/N=C/c1ccc(Br)cc1
36: O=C(Nc1ccccc1C(=O)N1CCOCC1)c1noc2c1CCCC2
37: O=C(c1cc(-c2ccncc2)nc2ccccc12)N1CCN(S(=O)(=O)/C=C/c2ccccc2)CC1
38: Cc1ccc2c(c1)C(N1CCCC1=O)CC(c1ccco1)N2 (stereo not drawn)
39: CCOc1ccccc1NC(=O)CCNS(=O)(=O)c1cccc2nonc12
40: O=S(=O)(Nc1ccc2c(c1)CCC2)c1cccs1
Compound,33,34,35,36,37,38,39,40
DYRK1A inh,-7,-7,31,-5,-3,15,0,1
KCNK9 inh,i,i,i,i,i,i,i,i
RGS4 act,i,i,i,i,i,i,i,i
PolyA inh,i,i,i,i,i,i,i,i
KCNQ1 pot,i,i,i,i,i,i,i,i
GSK3beta inhib,-3,-2,1,7,-4,-1,-1,1
RGS4 inh,i,i,i,i,i,i,i,i
hERG protect,-5,-11,-3,-11,-26,-11,-3,-6
KCNK3 inh,i,i,i,i,i,i,i,i
KCNQ1 inh,i,i,i,i,i,i,i,i
GSK3 alpha inh,-2,0,-3,-2,1,3,-1,-1

41: O=C(NC1CCCCC1)N1CCCC(c2nc(-c3ccc(S(=O)(=O)N4CCCC4)cc3)no2)C1 (stereo not drawn)
42: S=C(NCCN1CCOCC1)Nc1ccc(Cl)c(Cl)c1
43: CCOC(=O)c1cnn(CC2CCCCC2)c1N
44: CC(=O)Nc1sc2c(c1C#N)CCC(C)C2 (stereo not drawn)
45: Cc1cc(C)cc(NC(=O)Nc2cccnc2)c1
46: CN(CC(=O)Nc1cccc2c1CCCC2)S(=O)(=O)c1ccccc1
47: Nn1c(SCC(=O)Nc2ccc3c(c2)OCO3)nnc1-c1ccncc1
48: CCCCn1c(SCC(=O)c2ccc3c(c2)OCCO3)nnc1-c1ccco1
49: COC(=O)c1sccc1NC(=O)c1cccc(F)c1
Compound,41,42,43,44,45,46,47,48,49
DYRK1A inh,4,3,-4,17,11,9,-1,-3,-4
KCNK9 inh,i,i,i,i,i,i,i,i,i
RGS4 act,i,i,i,i,i,i,i,i,i
PolyA inh,i,i,i,i,i,i,i,i,i
KCNQ1 pot,i,i,i,i,i,i,i,i,i
GSK3beta inhib,-1,2,1,0,-3,-3,-4,-1,-2
RGS4 inh,i,i,i,i,i,i,i,i,i
hERG protect,-9,-7,-6,-6,-8,-1,-13,-15,-10
KCNK3 inh,i,i,i,i,i,i,i,i,i
KCNQ1 inh,i,i,i,i,i,i,i,i,i
GSK3 alpha inh,-3,.,-1,-1,-2,-3,-1,-2,-3
